ALOX12 inh = inhibitors of human 12S-lipoxygenase ALOX12. actives 1.1% (n = 580,000). purified 12hLO, xylenol orange hydroperoxide absorbance. AID 1671190. Potency, µM (titrated, usually from 108 µM), for the others: top-dose activity change, negative = inhibition, actives largely listed as inhibitors; note: potency is the fitted concentration of half-maximal effect; % is set by controls: 0 for no effect and ±100 for the full control effect
Target sequence (P18054 whole entry, looked up): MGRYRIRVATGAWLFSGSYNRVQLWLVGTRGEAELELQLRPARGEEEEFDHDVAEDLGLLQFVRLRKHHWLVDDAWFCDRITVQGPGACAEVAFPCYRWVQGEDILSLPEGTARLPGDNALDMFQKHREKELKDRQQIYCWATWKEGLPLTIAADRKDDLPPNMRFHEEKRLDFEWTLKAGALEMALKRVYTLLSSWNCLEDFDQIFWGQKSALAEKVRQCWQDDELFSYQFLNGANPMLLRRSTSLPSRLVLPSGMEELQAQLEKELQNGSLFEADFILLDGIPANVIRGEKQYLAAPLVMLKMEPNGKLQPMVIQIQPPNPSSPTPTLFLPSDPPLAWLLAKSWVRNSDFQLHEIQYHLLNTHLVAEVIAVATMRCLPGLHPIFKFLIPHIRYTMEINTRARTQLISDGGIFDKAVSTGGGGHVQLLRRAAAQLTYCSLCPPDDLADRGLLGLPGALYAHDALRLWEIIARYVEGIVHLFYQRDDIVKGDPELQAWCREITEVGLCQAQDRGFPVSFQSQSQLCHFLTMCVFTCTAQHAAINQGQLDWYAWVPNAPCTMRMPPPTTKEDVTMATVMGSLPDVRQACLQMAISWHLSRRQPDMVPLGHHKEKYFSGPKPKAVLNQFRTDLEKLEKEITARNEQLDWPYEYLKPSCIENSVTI
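Hydroperoxide product was detected by ferrous iron/xylenol orange as the 573 to 405 nm absorbance ratio. Arachidonic acid at 40 uM (final) was turned over for 30 min at room temperature by 150 nM human 12hLO, pH 7.0 Hepes buffer, after 15 min compound preincubation.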
LDHA block = inhibitors of human lactate dehydrogenase A. P00338. purified LDHA, NADH/diaphorase-resazurin fluorescence; stronger effect = lower value. activity change, % (values are at about 110 or 230 µM). actives 0.15% (n = 480,000); in the data active = activity change below about -30%; inconclusive = mostly about -25% to -30%;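 note: plate controls were DMSO wells for no effect and wells without enzyme for full effect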
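Remaining NADH was detected by diaphorase (0.133 mg/mL) converting 37 µM resazurin to fluorescent resorufin, read at 0 and 20 minutes. The preceding 5-minute room-temperature reaction used 2 nM LDHA, 0.2 mM sodium pyruvate and 0.06 mM NADH at pH 7.4.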
Vif-APOBEC3G blk = Vif-A3G binding inhibition; actives 0.076% (n = 410,000); Potency, µM (series often up to 46.1 µM), for the others: top-dose activity, negative = active, most hits filed as inhibitors; HeLa A3G-eYFP + Vif (tagged APOBEC3G with the HIV-1 protein that degrades it), YFP fluorescence, overnight;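 note: potency is the fitted concentration of half-maximal effect; % is set by controls: 0 for no effect and ±100 for the full control effect; nearly all actives have a fitted effect of over 60% in size; hits raise eYFP signal because A3G escapes Vif-driven loss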
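HeLa cells stably expressing Vif and C-terminally eYFP-tagged A3G, seeded overnight at 37 deg C, then exposed to compound by pintool overnight at 37 deg C. Rise in yellow fluorescence (Ex 488/Em 500-530, Acumen) marks blocked Vif-driven A3G degradation.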
Vif-APOBEC3F blk = blocks the Vif interaction with APOBEC3F | Potency, µM (titrated, usually from 46.1 µM), inactives show at the top dose activity, negative = active | HeLa A3F-eYFP + Vif (tagged APOBEC3F with the HIV-1 protein that degrades it), YFP fluorescence increase | actives 0.2% (n = 390,000) | AID 602313; note: potency is the fitted concentration of half-maximal effect; % of control where 0% means no effect; nearly all actives have a fitted effect of over 65% in size
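HeLa cells stably expressing A3F-eYFP plus Vif, plated and incubated overnight at 37 deg C, then exposed to compounds overnight at 37 deg C. Blocked degradation read as raised yellow fluorescence (Ex 488/Em 500-530).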
D2 antag = D2 dopamine receptor (human) antagonism. actives 2% (n = 340,000). inhibition, % at 10 µM. HEK293 TREx D2 cells, calcium flux, dopamine EC80; in the data active = inhibition above about 30%; note: 0% is about no effect
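Overnight-induced (tetracycline, 30 C) HEK293 T-REx cells carrying force-coupled D2 receive a no-wash calcium dye, then compound, then EC80 dopamine at 180 s; signals are read kinetically throughout.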
D2 ag = D2 dopamine receptor (human) agonism | HEK293 T-REx D2 cells, calcium flux agonist mode | actives 0.53% (n = 340,000) | activation, % at 2 µM | P14416 | AID 485358;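 active = activation over 3 SD above normal in the single-dose calcium agonist read, cut at about 30% in these data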; note: 0% is about no effect
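Calcium-flux readout, 1 cycle/sec over 180 s following compound pin transfer, in inducible HEK293 Trex D2 cells (force-coupled); dopamine controls included. Positive calcium responses during this window marked compounds as potential agonists.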
RGS4 inh = inhibitors of human regulator of G protein signaling 4; P49798; Transcreener GDP fluorescence polarization, RGS4-accelerated GTP hydrolysis; Potency, µM (top dose mostly 114 µM), for the others: at the highest dose activity change, negative = inhibition, hits mostly inhibitors; actives 0.039% (n = 390,000); AID 504845; note: potency is the fitted concentration of half-maximal effect; % is set by controls: 0 for no effect and ±100 for the full control effect; nearly all actives have a fitted effect of over 75% in size; some results filed as inactive show a strong effect at the top dose
Target sequence (P49798 whole entry, looked up): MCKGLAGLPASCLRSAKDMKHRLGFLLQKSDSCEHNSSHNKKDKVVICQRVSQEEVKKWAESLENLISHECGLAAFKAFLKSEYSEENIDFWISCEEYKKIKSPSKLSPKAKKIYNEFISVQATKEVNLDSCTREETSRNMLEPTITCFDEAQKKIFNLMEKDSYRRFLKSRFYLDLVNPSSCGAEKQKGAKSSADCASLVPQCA
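MLSMR compounds (23 nl, pin-transferred) preincubated 10 min at room temperature with a 500nM (2x) first reagent, then RGS4 at 900nM (2x) plus Transcreener GDP mix added; fluorescence polarization (620/688 nm) read before and after 90 min at 30 °C.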
ERG-DNA inh = blocks human ERG Ets domain binding to DNA; AID 624246; Potency, µM (highest dose often 76.9 µM), for inactives: top-dose FP activity, negative = inhibition, hits mostly inhibitors; fluorescence polarization, His-ERG Ets domain / labelled DNA; actives 0.028% (n = 370,000); P11308; active = well fitted inhibition curve with a large enough effect in the polarisation, with a control signal flat; inconclusive = small, poorly fitted or top-dose-only effect, or effect the other way, or a change in a side signal; inactive = no such curve, though single readings can be large or run the other way; the % refers to the polarisation;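 note: polarization taken with two DNA probes labelled with fluorescein and Texas red; potency is the fitted concentration of half-maximal effect; % of control where 0% means no effect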
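His-tagged ERG Ets domain (1 uM in the protein solution; 300mM KCl, 50mM Tris-HCl, 1mM EDTA, 1mM DTT, pH 7.5) received compound, then a probe mix of 5 nM fluorescein-DNA and 100nM Texas-615-DNA. Fluorescence polarization was read for both dyes.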
GRP78 ERSR act = induces the endoplasmic reticulum stress response in human glioma cells; actives 0.02% (n = 420,000); Potency, µM, for the others: at the top dose activation, hits mostly activators; U87-MG GRP78 promoter luciferase reporter, 16 h; note: potency is the fitted concentration of half-maximal effect; series mostly up to about 76 µM; % of control where 0% means no effect; nearly all actives have a fitted effect of over 35% in size
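ERSR induction read as luciferase luminescence (Bright-Glo, 10 min at room temperature) in stably transfected human U87-MG glioma cells exposed to compounds for 16 h, using GRP78 as sensor.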
* marks the source's active call; other numbers are inactive results; ? = inconclusive; . = not tested or not shown; & = joins results of further samples; [ ] = another dose, or the depositor's remark. Unless noted, calls come from the whole dose curve; as a rule, active = well fitted curve in the direction sought with a large enough effect; inconclusive = small, poorly fitted or top-dose-only effect, or another doubt; inactive = no such curve, though single readings can be large; an effect the other way counts as inactive or inconclusive. Not all compounds are listed; rates above refer to the full screens.

smiles,ALOX12 inh,LDHA block,Vif-APOBEC3G blk,Vif-APOBEC3F blk,D2 antag,D2 ag,RGS4 inh,ERG-DNA inh,GRP78 ERSR act
CCN=C1SC(C(=O)Nc2ccccc2)CC(=O)N1CC (stereo not given),24%,-3,-3%,0%,-13,-0.2,7%,.,-2%
COc1ccc(-c2coc3c(C(=O)NC(C)C)cccc23)c(C)c1,-19%,-16,0%,.,.,.,.,.,-2%
COCCNC(=O)c1ccc(-c2nc(CS(=O)(=O)c3ccccc3)c(C)o2)cc1,3%&-11%,1&0,0%,4%,.,.,12%,-1%,-5%
CCN1CCCC1Cn1cnc2c([nH]c3cccc(Cl)c32)c1=O (stereo not given),115%[activator],2,-1%,0%,.,.,-38%,3%,-1%
Cc1ccc2nc(SCC(=O)Nc3ccc(F)cc3)nc(=O)n2c1,10%,-3,-2%,-12%,5,0.4,-35%,2%,0%
CC(=O)c1sc(NC(=O)COc2ccc(C(C)C)c(C)c2)nc1C,11%,-8,-3%,?,4,1.5,11%,-4%,-2%
COc1ccc(Cc2noc(CN3CCCN(C4Cc5ccccc5C4)CC3)n2)cc1OC,4%,2,1%,-7%,.,.,22%,-4%,-3%
COc1cccc(-c2nnc3n2N=C(c2cc(OC)ccc2OC)CS3)c1,-14%,-6,-4%,-1%,-16,1.6,9%,7%,-1%
CCOc1ccc(CCNC(=O)c2cccc(S(=O)(=O)N3CCCCC3)c2)cc1OCC,12%,-5,3%,5%,6,-0.1,24%,-7%,-2%
CCc1nc(SCC(=O)Nc2ccccc2C(=O)OC)n[nH]1,474%[activator],-3,-7%,-19%,-7,0.4,34%,7%,0%
Cn1c(=N)n(CC(=O)C(C)(C)C)c2ccccc21,2%,0,-2%,-4%,17,-0.4,7%,8%,2%
Cc1cccc(CN2C(=O)c3ccccc3Sc3ccc(C(=O)NCCN4CCOCC4)cc32)c1,-22%,-6,1%,-26%,8,1.6,4%,2%,-1%
CC(=O)Oc1ccc2nonc2c1OC(C)=O,.,14,4%,.,.,.,-114%,.,-1%
COc1ccc2oc3cc(Cl)ccc3c(=O)c2c1,-13%,-4,-4%,.,.,.,.,.,4%
O=C(COc1ncnc2ccccc12)Nc1ccccc1[N+](=O)[O-],13%,-6,0%,10%,25,13,-3%,-18%,-4%
O=C(Nc1sc2c(c1CN1CCOCC1)CCC2)c1ccc(F)cc1,-16%,-1,-1%,-1%,-10,-0.2,-25%,4%,1%
COc1ccccc1-c1nnc(SCC(=O)N2CCOCC2)n1-c1ccccc1,-2%,-2,0%,-7%,7,-0.1,18%,-9%,-5%
Cc1ccc(NS(=O)(=O)c2ccc(-n3cccn3)cc2)cc1C,-7%,0,0%,-5%,20,-0.8,9%,11%,-4%
COc1cccc(-c2ccc(C#N)c(=O)[nH]2)c1,-3%,-10,6%,2%,3,-0.5,-6%,-1%,-4%
CCOC(=O)c1oc2ccccc2c1NC(=O)CN1CCN(C)CC1,2%,-7,-1%,-7%,9,1.1,-15%,-5%,-2%
CN1CCN(Cc2nc(N)nc(Nc3ccc4c(c3)OCCO4)n2)CC1,0%,-2,-5%,3%,-32,1.1,15%,-8%,6%
COc1ccc(N2CC(NC(=O)COc3ccccc3)CC2=O)cc1OC (stereo not given),-11%,-8,-1%,-7%,.,0.9,9%,-4%,-2%
CC(C(=O)N1CCc2ccccc21)N1CCN(c2ccccn2)CC1 (stereo not given),8%,-3,-1%,-12%,1,4.7,-12%,.,-4%
Cc1cc2nn(-c3ccc(F)cc3)nc2cc1NC(=O)c1ccc(OC(C)C)cc1,-22%,-2,-6%,5%,.,-0.1,-7%,0%,-4%
O=C1C2C3CCC(C3)C2C(=O)N1c1ccc(OS(=O)(=O)c2ccccc2)cc1 (stereo not given),19%,1,-1%,5%,0,0.5,22%,3%,1%
CC(C)c1ccc(CN2C(=O)c3ccccc3S2(=O)=O)cc1,-18%,0,7%,12%,2,1.8,12%,9%,5%
Cc1ccc(S(=O)(=O)CCC(=O)OCc2ccc(Cl)c(Cl)c2)cc1,-18%,2,-1%,-41%,6,-0.2,17%,4%,-8%
O=C(CN1C(=O)CSc2ccccc21)NCCC1=CCCCC1,4%[57.4 µM],-4,0%,2%,7,-0.2,3%,2%,-5%
Cc1ccc(OCC(=O)N/N=C/c2ccc([N+](=O)[O-])o2)cc1,2%,10,-8%,-15%,-21,0.7,11%,-2%,-3%
CCOC(=O)c1cc(-c2ccc(OC)cc2)n(CCC(=O)NCCN2CCC(C)CC2)c1C,-17%,-5,4%,-4%,66*,0.9,24%,-6%,-4%
COCCCNC(=O)/C=C/c1c(Cl)cccc1Cl,12%,-8,0%,-1%,.,.,-24%,-2%,-1%
O=c1[nH]c(CN2CCN(c3ccccc3Cl)CC2)nc2ccsc12,0%[57.4 µM],4,2%,-1%,0,-0.7,-8%,10%,-2%
Cc1ccc(C(=O)C2CCN(C(=O)c3ccc(C)cc3)CC2)cc1,.,0,4%,-7%,23,1.0,29%,-7%,-2%
COc1ccc(N2CCN(c3oc(Cc4cccc5ccccc45)nc3C#N)CC2)cc1,7%,-2,0%,-1%,3,1.0,3%,-1%,-1%
N#CC1C(=O)NC(c2ccccc2)=CC1c1ccccc1 (stereo not given),-9%,?,0%,6%,.,.,-2%,-3%,-2%
Clc1nc(Nc2ccc(N3CCOCC3)cc2)c2ccccc2n1,?,-16,-4%,5%,10,-0.7,-4%,-20%,-10%
CCOC(=O)N/N=C/c1cc(C)n(-c2ccccc2)c1C,-9%,-3,-1%,3%,-2,-0.6,10%,-4%,-1%
Cc1noc(C)c1CSCC(=O)N(C)CC(=O)Nc1ccc(Cl)cc1,?,-2,-4%,-4%,-13,-0.6,-7%,9%,-5%
CCC(CC)NC(=O)c1ccc(Cl)cc1,-13%,-3,0%,-3%,-8,-0.6,-7%,-2%,-3%
COc1ccc(CN2CCN(CC3CC3)CC2CCO)cc1C (stereo not given),0%,3,-2%,-5%,-6,0.8,3%,0%,0%
COc1ccc(C(CNC(=O)COc2ccc(Cl)c(C)c2)N2CCOCC2)cc1 (stereo not given),-18%,-9,1%,-1%,.,0.9,0%,-1%,-3%
N#CCn1c(CN2CCCC2)nc2ccccc2c1=O,-6%,-4,6%,-13%,11,0.1,-11%,1%,-5%
Cc1ccc(NC(=O)CSc2nnc3n2CCCCC3)cc1S(=O)(=O)N1CCOCC1,?,-7,-2%,-14%,.,.,.,.,-2%
Cc1ccccc1P(=O)(CO)c1ccccc1C,444%[activator],-8,2%,5%,-9,0.2,28%,8%,-2%
COc1ccc(CNC(=O)Cc2csc3nc(-c4ccc(C)cc4)cn23)cc1,-12%,0,-2%,4%,.,-0.1,-19%,-1%,-7%
CCn1ncc(Br)c1C(=O)Nc1cc(C)cc(C)c1,12%,0,-3%,6%,15,1.3,-5%,7%,0%
Cc1nc(Nc2ccc(Cl)cc2)c2oc3ccccc3c2n1,-16%,-7,7%,3%,2,0.7,?,-4%,-7%
O=C(Nc1ccccc1C(F)(F)F)C1CCN(C(=O)Cc2ccccc2)CC1,14%,4,0%,8%,.,.,-29%,-6%,-4%
NNC(=O)c1ccccc1OCc1ccccc1,49%[activator],0,-4%,-3%,-26,-0.6,-3%,3%,2%
COc1ccccc1CCC(=O)OCC(=O)c1c(N)n(CC(C)C)c(=O)n(C)c1=O,15%,-1,-1%,-3%,-16,0.1,-37%,1%,-3%
COc1ccc(CNC(=O)c2ccc(-c3c(C)noc3C)c3ccoc23)cc1OC,-28%,-4,-6%,.,.,.,.,.,-4%
Cc1ccc(NC(=O)COc2ncnc3c(Cl)cc(Cl)cc23)cc1[N+](=O)[O-],-19%,-3,0%,-4%,-9,0.7,-10%,-5%,0%
CCOC(=O)Cc1csc(NC(=O)C2CCCCC2C(=O)O)n1 (stereo not given),388%[activator],-1,-7%,-6%,.,.,-24%,8%,0%
C[C@@H]1CN([C@@H](C)CO)S(=O)(=O)c2ccc(C#Cc3cccc(F)c3)cc2O[C@H]1CN(C)S(=O)(=O)c1cn(C)cn1,?,4,1%,3%,.,.,.,.,-7%
Cc1cc(Br)ccc1NC(=O)CNC(=O)CN(C)Cc1nc2ccccc2c(=O)[nH]1,0%,-2,-6%,0%,-4,0.6,5%,.,1%
COc1ccccc1NC(=O)C1CCCN(C(=O)Nc2ccc(F)cc2)C1 (stereo not given),-7%,-2,0%,?,-27,-0.1,-32%,-1%,-4%
CCOc1ccc(NC(=O)CCS(=O)(=O)c2ccc(C)cc2)cc1,10%,6,-8%,20%,-18,1.0,-20%,2%,3%
C=CCNC(=S)NNC(=O)c1ccc(OCCCC)cc1,.,-4,3%,3%,-16,-0.2,-12%,1%,-5%

Screens: PubChem BioAssay, National Center for Advancing Translational Sciences (NCATS)
